Bioassay records as filed in PubChem.
Dengue-2 NS5 capping: flavivirus cap methylation enzyme inhibition – biochemical, confirmation dose response, primary screen (AID 588689) | Dengue-2 NS5 methyltransferase capping enzyme assay, biochemical; higher % means a stronger effect | inhibition, % at 25 µM; hits with a dose series show IC50 in µM | hit rate 0.3% among 340,000; in the data active = a potency from the dose series; inconclusive = inhibition above about 29% without an active follow-up result
ER stress rescue: protection against thapsigargin-triggered cell killing – 384-well, CSM14.1, ATP luminescence, primary screen (AID 1222) | CSM14.1 thapsigargin-induced death rescue, ATP luminescence; higher % means a stronger effect | cellular ATP content (survival), % at 20 µM; hits with a dose series show EC50 in µM | 190,000 tested, under 10 active;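 active = EC50 below 50 µM in the dose-response confirmation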;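 also: death triggered by thapsigargin at about 15 µM added after 2 h compound pretreatment; cell ATP read after overnight thapsigargin exposure of roughly 18 to 22 hours; normalized against plate controls of thapsigargin alone and 5% DMSO vehicle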
MgcRacGAP inhibition: MgcRacGAP GTPase-activating activity inhibitors, confirmation, biochemical, ADP Hunter fluorescence; hit rate 0.6% among 340,000; inhibition, % at 30 µM; hits with a dose series show IC50 in µM; MgcRacGAP-stimulated Rac1 GTP hydrolysis, ADP Hunter fluorescence; higher % means a stronger effect; GST-tagged Rac1 F28L mutant substrate; AID 624330;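 active = first-screen hits whose inhibition reached a set limit at any dose in the follow-up dose series; inconclusive = inhibition above the set first-screen limit but never retested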;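 also: fluorescence reports GDP produced by GAP-driven GTP hydrolysis; strong numbers were not always called active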
West Nile virus CPE: inhibition of WNV-induced cytopathic effect – cell-based, CPE readout (AID 1621); West Nile virus-infected cells, CPE inhibition; higher % means a stronger effect; CPE inhibition, % at 10 µM; hits with a dose series show IC50 in µM; hit rate 0.02% among 290,000; in the data active = a potency from the dose series; inconclusive = CPE inhibition mostly from about 3.7% at the one dose, without a potency; inactive = the rest, 99 in 100 with CPE inhibition below about 2.2%; also: strong numbers were not always called active
RSV antiviral HEp-2: RSV antiviral activity via CPE protection, HEp-2 cells, primary 10 µM value included (AID 2391); HEp-2 cells, RSV-induced CPE inhibition; higher % means a stronger effect; one-dose CPE inhibition, % at 10 µM; IC50 in µM for titrated hits; hit rate 0.13% among 310,000; in the data active = a potency from the dose series; inconclusive = CPE inhibition mostly from about 23% at the one dose, without a potency; inactive = the rest, 99 in 100 with CPE inhibition below about 21%; also: strong numbers were not always called active
Salmonella PhoP GFP: PhoP-dependent GFP reporter repression – Salmonella Typhimurium, primary screen (AID 1863); S. Typhimurium PhoP-regulated promoter GFP reporter, 4 h; higher % means a stronger effect; one-dose inhibition, % at 50 µM; IC50 in µM for titrated hits; hit rate 0.16% among 300,000;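 active = inhibition over 29.93%, a cutoff 3 SD above the screen mean, later confirmed by dose response; inconclusive = inhibition over 29.93% but no dose response follow-up; inactive = inhibition at most 29.93% or unconfirmed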;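 also: 0% = low Mg2+ inducing control and 100% = high Mg2+ repressing control; strong numbers were not always called active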
GPR35 arrestin U2OS: inhibition of zaprinast-stimulated GPR35 beta-arrestin translocation – imaging, U2OS, beta-arrestin-GFP, zaprinast agonist, primary screen (AID 2058); U2OS GPR35 beta-arrestin-GFP translocation imaging, zaprinast antagonism; higher % means a stronger effect; one-dose inhibition, % at 10 µM; IC50 in µM for titrated hits; hit rate 0.052% among 290,000;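 active = inhibition of at least 50% with at least 30 cells and total cytoplasm GFP at most 10,000,000; inconclusive = under 30 cells or total GFP of 10,000,000 plus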
Large T inhibition: TAg ATPase/helicase activity blockers – biochemical (AID 1903) | SV40 large T antigen ATPase/helicase inhibition assay; higher % means a stronger effect | inhibition, % at 20 µM; hits with a dose series show IC50 in µM | hit rate 0.39% among 310,000; in the data active = a potency from the dose series; inconclusive = inhibition mostly from about 32% at the one dose, without a potency; inactive = the rest, 99 in 100 with inhibition below about 32%; also: strong numbers were not always called active
LYP inhibition: inhibitors of LYP phosphatase, biochemical, fluorescence intensity, uHTS (AID 1779); hit rate 0.054% among 290,000; inhibition, % at 11.5 µM; hits with a dose series show IC50 in µM; recombinant LYP phosphatase, fluorescence intensity; higher % means a stronger effect; in the data active = inhibition above about 50%;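 also: plate controls were vehicle with enzyme for no effect and no enzyme for full effect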
Dengue-2 NS5 capping pilot replicate: recorded beside Dengue-2 NS5 capping, whose call it bears; inhibition, %; measured here: pilot screen replicate inhibition
The depositor's hits bear a star; ? = inconclusive; . = not tested or not shown.

SMILES	Dengue-2 NS5 capping	ER stress rescue	MgcRacGAP inhibition	West Nile virus CPE	RSV antiviral HEp-2	Salmonella PhoP GFP	GPR35 arrestin U2OS	Large T inhibition	LYP inhibition	others
O=C(N/N=C/c1ccccn1)c1cc(-c2ccc(Cl)cc2)nc2ccccc12	3%	21%	4%	?	43%	3%	-13%	9%	12%
COc1ccc(/C=C/C(=O)c2ccc[nH]2)c(OC)c1OC	-4%	-1.3%	6%	1.9%	8.4%	3%	-2%	3%	5%
CCCOC(=O)CSC1=C(C#N)C(c2ccc3c(c2)OCO3)CC(=O)N1 (centres undefined)	-7%	-0.3%	6%	-0.4%	0.0%	-3%	-3%	2%	-5%
O=C(O)CSc1ncnc2nc[nH]c12	-3%	0.9%	8%	-0.3%	-2.5%	25%	15%	-13%	-2%
Cc1ccc2cc(C#N)c(SCC(=O)N3CCCC3)nc2c1	-5%	.	8%	-0.4%	1.4%	-1%	-15%	7%	-4%
CCN(CC)S(=O)(=O)c1ccc(NC(=S)Nc2ccccc2)cc1	-8%	.	0%	-1.1%	10%	-7%	-4%	4%	-6%
O=C(Nc1ccc(NC(=O)C2CC2)cn1)c1ccccc1Cl	-4%	-2.1%	5%	0.1%	3.4%	-9%	-6%	-3%	-1%
COc1ccc(-c2csc(Nc3cccnc3)n2)cc1OC	5%	0.5%	0%	1.9%	17%	-3%	14%	2%	-3%
CSC1=NC2(CCCCC2)C2=C(CCCC2)N1	-1%	1.8%	0%	-0.3%	-0.2%	8%	-11%	10%	-7%
Cc1c(NS(C)(=O)=O)cccc1-c1nc2cccnc2s1	-7%	.	0%	-0.3%	18%	-1%	-10%	6%	-4%
CCc1noc(C)c1C(=O)N1CCCC(C(=O)c2cc(F)ccc2OC)C1 (centres undefined)	-2%	-0.5%	10%	-0.9%	2.6%	3%	10%	14%	-2%
COc1ccc(S(=O)(=O)CCC(=O)N2CCN(c3cccc(Cl)c3)CC2)cc1	-9%	.	5%	-0.4%	10.0%	5%	3%	8%	-8%
COc1cc(OC)c(OC)cc1CCC(C)NCCC(c1ccccc1)c1ccccc1 (centres undefined)	-2%	.	9%	?	49%	-2%	-6%	7%	-7%
CC(C)(C)NC(=O)CN(C(=O)CS(=O)CC(=O)Nc1ccc(F)cc1)c1ccccc1 (centres undefined)	-7%	0.9%	6%	-1.0%	0.6%	3%	-1%	-1%	-5%
O=C(Nc1nc2c(s1)CCCC2)c1cccs1	-6%	-4.5%	8%	1.0%	14%	5%	-3%	0%	0%
CCC(CC)C(=O)Nc1cccc(C(=O)NC(C)(C)C)c1	-2%	1.5%	-3%	-0.2%	2.7%	-5%	-8%	6%	-6%
CCCCn1c(N)c(N(CC(C)C)C(=O)CSc2nnc(C)n2-c2ccc(OC)cc2)c(=O)[nH]c1=O	-8%	.	8%	.	-1.2%	-5%	.	17%	.
CCC(=O)c1ccc(Oc2ccc(C(=O)c3ccc(C)cc3)cc2[N+](=O)[O-])cc1	-1%	15%	13%	-1.3%	3.7%	3%	-8%	8%	8%
CC(=O)CSc1nnc(Cc2ccc([N+](=O)[O-])cc2)o1	-4%	0.0%	0%	0.3%	0.4%	-3%	-12%	8%	0%
Cc1ccc(NC(=O)C2CC(=O)NC(Nc3cccc(C)c3)=N2)cc1 (centres undefined)	1%	2.7%	7%	0.0%	1.3%	4%	3%	2%	2%
Cc1ccccc1C(=O)NC1CCN(C(=O)N2CCOCC2)CC1	-1%	1.8%	4%	0.2%	1.1%	-7%	16%	2%	-4%
CSc1nc(=S)n(Cc2ccccc2)c(C)c1C(C)=O	-1%	-1.1%	12%	-1.1%	0.2%	1%	2%	11%	2%
CS(=O)(=O)Nc1cccc(-c2cnc3ccccc3n2)c1	5%	.	4%	-0.2%	9.5%	-1%	-11%	1%	-3%
O=C1C=C(N2CCOCC2)C2(CCCCC2)O1	4%	1.3%	1%	0.8%	2.0%	1%	9%	2%	-5%
COc1cc(S(=O)(=O)NC(C)C)ccc1Cl	-4%	4.5%	-3%	0.3%	1.1%	3%	14%	-2%	-6%
(cont.)
SMILES	Dengue-2 NS5 capping	ER stress rescue	MgcRacGAP inhibition	West Nile virus CPE	RSV antiviral HEp-2	Salmonella PhoP GFP	GPR35 arrestin U2OS	Large T inhibition	LYP inhibition	others
CCn1c(SCC(=O)N2CCCC2)nnc1-c1ccco1	-10%	.	-5%	-0.6%	1.0%	-3%	-7%	2%	-13%
Cc1ccc(-c2csc3ncnc(N4CCc5ccccc5C4)c23)cc1	-5%	-2.5%	9%	-0.8%	13%	-4%	-27%	24%	-5%
CC(=O)c1cnc(Nc2nc(C)c3ccc(C)cc3n2)nc1C	-8%	-2.4%	4%	1.4%	0.8%	-2%	4%	16%	-1%
O=C(Nc1ccncc1)c1ccc(Cl)c(S(=O)(=O)N2CCc3ccccc32)c1	-2%	.	2%	.	8.3%	4%	.	8%	.
O=c1[nH]c2ccccc2c(O)c1Cc1ccccc1	-5%	1.5%	8%	0.3%	3.2%	-6%	-5%	2%	-3%
OCCC1CN(Cc2cccs2)CCN1Cc1ccccc1 (centres undefined)	-3%	0.4%	14%	-0.4%	0.6%	7%	2%	12%	0%
Cc1cccc(NC(=O)CN2C(=O)/C(=C3\SC(=S)N(CC4CCCO4)C3=O)c3ccccc32)c1 (centres undefined)	-5%	.	7%	2.5%	0.7%	9%	-7%	1%	-7%
Cc1ccc(N2CCN(C(=O)c3ccccc3NC(=O)/C=C\C(=O)O)CC2)cc1	-2%	-1.8%	5%	0.1%	0.4%	-8%	2%	-13%	-3%
Cc1cc(C(=O)N/N=C/c2ccc(-c3ccccc3Cl)o2)n[nH]1	0%	-0.7%	11%	-0.6%	?	-2%	-6%	0%	2%
Cc1ccc(Oc2nc(-c3ccccc3)ncc2S(=O)(=O)c2ccc(C)cc2)cc1	1%	-1.6%	1%	0.1%	2.4%	9%	-5%	6%	3%
CCOC(=O)c1cc(C)sc1NC(=O)CSc1nnnn1C	-5%	.	5%	-0.9%	3.1%	-1%	6%	27%	0%
O=C(NCCCN1CCCC1=O)c1cccc(N2CCCC2=O)c1	-1%	1.0%	6%	0.2%	1.7%	3%	-5%	11%	-10%
Cc1ccc(C2C3=C(CCCC3=O)N=C3c4ccccc4C(=O)C32)cc1 (centres undefined)	8%	8.0%	12%	-0.2%	12%	-4%	5%	6%	0%
CCOC(=O)C(=O)NCC(c1cccs1)S(=O)(=O)c1ccc(Cl)cc1 (centres undefined)	-1%	.	3%	0.3%	-0.3%	7%	-10%	-1%	-10%
Cc1cc2ccccc2c(=O)[nH]1	-2%	.	6%	-0.2%	1.4%	18%	10%	10%	-4%
CCOc1ccc2nc(/N=C/c3c(C)[nH]n(-c4ccccc4)c3=O)sc2c1	-6%	-3.5%	9%	-1.0%	3.1%	-7%	-14%	1%	-7%
Cc1ccc(/C=C/C(=O)O)cc1S(=O)(=O)Nc1ccc(C(=O)O)cc1	2%	.	12%	0.5%	-0.7%	-2%	-3%	12%	-2%
Cc1ccc(OCCCC(=O)NC(C)c2ccccc2)c(C)c1 (centres undefined)	-2%	0.7%	5%	-0.8%	1.9%	8%	-11%	11%	4%
CCOC(=O)C(C)n1ncn2cccc2c1=O (centres undefined)	3%	0.9%	10%	0.0%	0.5%	6%	-4%	-1%	-8%
O=C(N=Nc1c(O)[nH]c2ccc(Br)cc12)c1cc(-c2cccs2)nc2ccccc12	11%	-0.3%	9%	-0.8%	.	2%	-6%	7%	2%
O=C(NNC(=O)c1cccc2ccccc12)c1ccc(-c2ccccc2)cc1	-5%	-3.0%	10%	-0.4%	2.4%	-8%	1%	12%	-5%
CC(=O)c1ccc(NC(=O)C2CCCN(C(=O)c3ccc(Cl)cc3)C2)cc1 (centres undefined)	.	0.4%	.	-0.3%	-0.3%	11%	-4%	7%	0%
C/C(=N/NC(=O)NC12CC3CC(CC(C3)C1)C2)c1ccccc1	0%	.	6%	-0.7%	5.1%	7%	14%	7%	2%
Oc1ccc(N2CCN(CC(O)c3ccccc3)CC2)cc1 (centres undefined)	-3%	.	27%	-0.3%	-0.8%	1%	9%	33%	-6%
O=C(Nc1nc(-c2ccccn2)cs1)C1CC(=O)N(c2ccc3c(c2)OCCO3)C1 (centres undefined)	2%	9.4%	-1%	-1.3%	6.8%	-1%	-8%	14%	-5%
(continued)
SMILES	Dengue-2 NS5 capping	ER stress rescue	MgcRacGAP inhibition	West Nile virus CPE	RSV antiviral HEp-2	Salmonella PhoP GFP	GPR35 arrestin U2OS	Large T inhibition	LYP inhibition	others
Cc1ccc(OCCn2c(=O)oc3ccc(C)cc32)cc1	-6%	-1.2%	3%	1.2%	4.7%	4%	-12%	19%	-6%
CCS(=O)(=O)N1CCCC(C(=O)NCCc2ccccc2)C1 (centres undefined)	-6%	2.4%	8%	-0.3%	-1.0%	-1%	12%	4%	-8%
Cc1cc(=O)[nH]c2c(N=Nc3ccc(O)cc3)c(N)nn12	-33%	6.2%	12µM*	-1.7%	.	-11%	8%	?	6%
CC(=O)NS(=O)(=O)c1ccc(NC(=S)NC(=O)CC(C)C)cc1	.	1.2%	.	0.4%	1.2%	-1%	-2%	4%	-6%
CC(C)=CC(=O)O[C@H]1[C@@H]2[C@H](C)C(=O)O[C@@H]2C[C@@H](C)[C@@H]2[C@@H](O)CC(=O)[C@]21C	-2%	.	14%	0.0%	2.3%	-1%	10%	20%	-6%
Cc1c(C(=O)c2ccccc2)c2ccccn2c1CCc1ccccn1	2%	-1.1%	7%	-0.3%	16%	-2%	-8%	4%	-8%
Cc1cc(C(=O)OCC(=O)NC2CCS(=O)(=O)C2)c(C)n1-c1ccccc1 (centres undefined)	-6%	0.4%	9%	-0.8%	15%	8%	-1%	15%	-10%
COc1cc(NC(=O)c2ccco2)ccc1NC(=O)C(C)C	-6%	-1.2%	6%	0.0%	-0.3%	-5%	7%	10%	1%	Dengue-2 NS5 capping pilot replicate=-1.1
O=S(=O)(/N=C(/Nc1ccccn1)c1ccc(Cl)cc1)c1ccc(Cl)cc1	-7%	18%	11%	-0.6%	0.1%	4%	3%	4%	0%
CCC(=O)Nc1cccc(Oc2nc(C)cc(C)c2C#N)c1	-1%	-0.1%	3%	0.2%	1.3%	-2%	-4%	-4%	-1%
CCNc1nc(Oc2ccc(=O)n(-c3ccccc3)n2)nc(N2CCOCC2)n1	1%	-0.8%	10%	0.0%	1.5%	-4%	2%	2%	3%
CCCCNc1nc2c(c(=O)n(Cc3ccccc3)c(=O)n2C)n1C	1%	.	.	-0.4%	1.4%	0%	3%	7%	-6%
